Screening data deposited in PubChem BioAssay by National Center for Advancing Translational Sciences (NCATS).
ERK EGF inh: EGF-driven ERK pathway inhibition; 130,000 tested, 0.41% active; HEK293-V1b, EGF-stimulated phospho-ERK AlphaScreen; Potency, µM (doses to about 11.5 µM), without a hit: at the highest dose activity change, negative = inhibition, actives largely listed as inhibitors; AID 1454; active = well fitted inhibition curve with a large enough effect; inconclusive = small, poorly fitted or top-dose-only effect, or effect the other way;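 also: plate controls were stimulated vehicle wells for no effect and unstimulated vehicle basal for full effect; nearly all actives have a fitted effect of over 55% in size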
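Readout: AlphaScreen signal for phosphorylated ERK in lysed HEK293 cells stably expressing V1b. Stimulus 25 nM EGF, 5 min, following 30 min compound exposure. Data scaled to DMSO basal and full EGF activation.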
Starred values were filed as active, the others as inactive; ? = inconclusive; [ ] = another dose, or the depositor's remark. Potency is read from the fitted curve at half-maximal effect.

smiles,ERK EGF inh
CC12CN3CCN(CC(C3)/C1=N/NC(N)=O)C2,-6%[57.5 µM]
C=CCN1CCC2(C)c3cc(O)ccc3C[C@H]1[C@H]2C,3%
CCOP(=O)(OCC)Oc1cc(C)c(N(C)C)c(C)c1,3%[57.5 µM]
CN(C)C(=O)OCc1n(C)cc[n+]1C,10%
CN(C)[C@@H]1C(=O)C(C(N)=O)=C(O)[C@@]2(O)C(=O)C3=C(O)c4c(O)ccc(Cl)c4[C@@](C)(O)C3C[C@@H]12 (some centres not stated),-17%
COc1ccc(CC(=O)Nc2ccc3c(C(F)(F)F)cc(=O)oc3c2)cc1OC,1%
COC(=O)C(O)(c1ccc(NC(=S)NC(=O)c2ccc(Cl)cc2Cl)c(C)c1)C(F)(F)F (configuration not stated),?
O=C(c1ccc(C(F)(F)F)cc1)C1CCCN(Cc2ccc(CO)o2)C1 (configuration not stated),-31%
CN(C)/C=C(\C=[N+](C)C)c1[nH]ncc1[N+](=O)[O-],5%[57.5 µM]
O=[N+]([O-])c1cc(S(=O)(=O)c2ccc(O)c([N+](=O)[O-])c2)ccc1O,-2%

Brought forward from above: 4 compounds, then new ones.
smiles,ERK EGF inh
COC(=O)C(O)(c1ccc(NC(=S)NC(=O)c2ccc(Cl)cc2Cl)c(C)c1)C(F)(F)F (configuration not stated),?
O=C(c1ccc(C(F)(F)F)cc1)C1CCCN(Cc2ccc(CO)o2)C1 (configuration not stated),-31%
CN(C)/C=C(\C=[N+](C)C)c1[nH]ncc1[N+](=O)[O-],5%[57.5 µM]
O=[N+]([O-])c1cc(S(=O)(=O)c2ccc(O)c([N+](=O)[O-])c2)ccc1O,-2%
CCOC(=O)c1cncn1C(C)c1ccccc1 (configuration not stated),-8%[57.5 µM]
c1cncc([C@H]2CCCCN2)c1,-4%
CC(=O)N(C1=NCCCS1)c1ccccc1Cl,3%
CNCC(C)c1ccccc1 (configuration not stated),-3%
C[C@H]1O[C@@H](O[C@H]2[C@@H](O)C[C@H](O[C@H]3[C@@H](O)C[C@H](O[C@H]4CC[C@@]5(C)[C@H](CC[C@@H]6[C@@H]5CC[C@]5(C)[C@@H](C7=CC(=O)OC7)CC[C@]65O)C4)O[C@@H]3C)O[C@@H]2C)C[C@H](O)[C@@H]1O,-4%
c1ccc2cc(C3N4CCCN34)ccc2c1 (configuration not stated),-4%
CC(=O)OC1(c2ccccc2)CCN(C)CC1(C)C (configuration not stated),3%
C[N+]1([O-])[C@@H]2CC[C@H]1CC(OC(=O)[C@@H](CO)c1ccccc1)C2 (some centres not stated),-4%[25.7 µM]
O=C1NC(=S)NC(=O)C12C(c1ccccc1)NC(=S)NC2c1ccccc1 (configuration not stated),13%
CCCCCCC(C)OC(=O)COc1ccc(Cl)cc1Cl (configuration not stated),9%
CC(C)c1ccc(N2C(=O)NC(=O)/C(=C\C=C\c3ccco3)C2=O)cc1,-2%
CC(C)[N+]12CCC(CC1)C(C(O)(c1ccccc1)c1ccccc1)C2 (configuration not stated),3%[57.5 µM]
O=C(CNC(=O)OCc1ccccc1)NCC(=O)Nc1ccc(Br)cc1C(=O)c1ccccc1,5%
NC(C(=O)O)c1cc(=O)[nH]o1 (configuration not stated),12%
O=[N+]([O-])c1ccc(N2CCCC2)c(F)c1Br,-3%
CC(=O)Cc1ccc(OC(C)C)cc1,10%[57.5 µM]
COc1ccc2c(c1)c(CCN)c(C)n2Cc1ccccc1,-16%[57.5 µM]
Cc1ccc(C(=O)NC2CC3CCC(C2)N3)cc1 (configuration not stated),-9%
COc1cc2c(cc1OC)-c1c(OC)c(OC)c(OC)c3ccnc(c13)C2=O,?
O=C(Nc1ccccc1)N1CC2CC(C1)c1cccc(=O)n1C2 (configuration not stated),-3%
N#CC1=C(N)Oc2cc(O)ccc2C1c1ccc2c(c1)OCO2 (configuration not stated),-6%
CCCCn1c(=O)c(C(=O)Nc2nnc(C(C)C)s2)c(O)c2ccccc21,-5%
CC(N)Cc1ccc(O)cc1 (configuration not stated),8%
CN1CCN(c2ncnc3nc[nH]c23)CC1,-3%
C=CCn1c(O)c(C(CC)=NCCN2CCN(C(=S)NC)CC2)c(=O)[nH]c1=O,5%[57.5 µM]
COc1ccccc1N1CCN(Cc2cnc(-c3ccccc3)[nH]2)CC1,-13%[57.5 µM]
CC(C)n1c(=O)c(C=Nc2cccc([N+](=O)[O-])c2)c(O)n(CCc2ccccc2)c1=O,?
Cc1ccc(N2C(=O)NC(=O)/C(=C\c3cccn3C(C)(C)C)C2=O)cc1,-8%
O=C(CCCn1c(=O)[nH]c2cc(Cl)ccc2c1=O)N1CCC2(CC1)OCCO2,8%
Cc1cc(/C=C2\C(=O)NC(=O)N(Cc3ccccc3)C2=O)c(C)n1-c1ccc(Cl)c(C(=O)O)c1,2%
Nc1ccccc1C(=O)OCc1ccc([N+](=O)[O-])cc1,-19%
Cc1ccc(S(=O)(=O)NC(Cc2cnc[nH]2)C(=O)O)cc1 (configuration not stated),0%
C/C(O)=C(\C#N)C(=O)Nc1cc(Br)ccc1Br,12%
CC(C)(C)P(=O)(N1CCOCC1)N1CCOCC1,-3%
CCN(CC)c1ccc(/C=C2\C(=O)NC(=O)N(CC3CCCO3)C2=O)cc1 (configuration not stated),2%
CN1CC[C@@]23CCCCC2C1Cc1ccc(O)cc13 (some centres not stated),4%
NC(N)=NCCCCCCCCCCN=C(N)N,-3%
CC1=C(O)C(=O)C=C2C1=CC=C1[C@]2(C)CC[C@@]2(C)C3C[C@](C)(C(=O)O)CC[C@@]3(C)CC[C@@]12C (some centres not stated),16µM*
Cc1cc(Cl)nc(N)n1,-11%
FC(F)=C(F)CCSc1ncn[nH]1,3%

Arranged by molecular weight (highest first): some entries from above.
smiles,ERK EGF inh
CC(C)n1c(=O)c(C=Nc2cccc([N+](=O)[O-])c2)c(O)n(CCc2ccccc2)c1=O,?
CCN(CC)c1ccc(/C=C2\C(=O)NC(=O)N(CC3CCCO3)C2=O)cc1 (configuration not stated),2%
CC(C)c1ccc(N2C(=O)NC(=O)/C(=C\C=C\c3ccco3)C2=O)cc1,-2%

The list continues:
smiles,ERK EGF inh
Cc1c(C(=O)c2ccccc2)c2ccccc2n1C,5%[57.5 µM]
CCOc1ccc2nc(N=Nc3c(O)[nH]c(=S)[nH]c3=O)sc2c1,?
O=[N+]([O-])c1ccc(N2CCCCCC2)c2ncccc12,?
C=CCn1c(O)c(C=NCCCOc2ccc(CC)cc2)c(=O)[nH]c1=S,7%
CCN1C[C@]2(C)CC[C@H](OC)[C@]34C5C[C@@H]6CC[C@@](O)(C5C(=O)O6)C(C13)[C@@H](OC(=O)c1ccccc1)C24,-4%
O=C(c1cccc([N+](=O)[O-])c1)C12CN3CN(CN(C3)C1)C2,1%
C=CCn1c(O)c(/C(C)=N/NC(=S)Nc2ccccc2)c(=O)[nH]c1=O,1%[57.5 µM]
Cc1ccc2c(c1)C1CN(C)CCC1N2C(=O)c1cccs1 (configuration not stated),?
COc1ccccc1N=Nc1c(O)[nH]c(=S)[nH]c1=O,-4%
CN1C(=O)/C(=C\c2ccc(N3CCCCCC3)cc2)C(=O)NC1=S,2%[57.5 µM]
COC(=O)[C@@H]1C[C@@]2(O)[C@H](O)[C@H](O)[C@H](O)C[C@H]2N1Cc1cccnc1,-2%
C/C=C1/CN2CC[C@]34C(=C(C=O)[C@H]1C[C@@H]23)Nc1ccccc14,-18%
Cc1ccc(N2C(=O)NC(=O)C(CCc3ccccn3)(Cc3ccc(F)cc3)C2=O)cc1 (configuration not stated),-1%
O=C1NC(=O)N(Cc2ccc(F)cc2)C(=O)/C1=C\c1ccc([N+](=O)[O-])s1,0%[57.5 µM]
CC1CCCN(CC(=O)N2CCCc3ccccc32)C1 (configuration not stated),2%
C=CCN1CC[C@@]2(C)c3cc(O)ccc3CC1[C@@H]2C,1%
Cc1ccc(CN2C3CCCC2CC(NC(=S)NCc2ccccc2)C3)cc1 (configuration not stated),-12%[57.5 µM]
CC12NC(Cc3ccccc31)c1ccccc12 (configuration not stated),3%
CCCCC(=O)N/N=C/c1c(O)n(C2CC2)c(=S)[nH]c1=O,2%
CN1C2CCC1CC(=NO)C2,-12%[57.5 µM]
CSc1ccc(C(=O)C2CCCN(Cc3cccnc3)C2)cc1 (configuration not stated),?
O=C1NC(=O)N(Cc2cccs2)C(=O)/C1=C/c1ccc(N2CCOCC2)cc1,-1%
CCCCCn1c(=O)c(C(=O)NCc2ccco2)c(O)c2ccccc21,-2%
COc1ccc2c(c1)[C@@]13CCCCC1[C@@H](C2)N(C)CC3 (some centres not stated),0%
CC(C)N1CCN(Cc2cc3c(cc2Cl)OCO3)CC1CCO (configuration not stated),-9%[57.5 µM]
O=C1CCO1,8%
O=C1CCN(C(=O)CNC(=O)Cc2ccccc2)CC1,3%
COC(=O)C(O)(c1ccc(NC(=O)c2ccccc2)cc1)C(F)(F)F (configuration not stated),?
CNC(=O)Nc1ccc(C(=O)N/N=C\C23CC[C@@H](O)CC2(O)CC[C@@H]2[C@@H]3CCC3(C)C(C4=CC(=O)OC4)CCC23O)cc1 (some centres not stated),-5%[57.5 µM]
C[N+]1(C)CCc2cc3c(cc2[C@H]1[C@@H]1OC(=O)c2c1ccc1c2OCO1)OCO3,-9%[57.5 µM]
O=S(=O)(F)c1ccc2nc(-c3cccc(Sc4ccccc4)c3)cc(Cl)c2c1,0%[57.5 µM]
CCOC(=O)c1ccc(N=C(CC)c2c(O)n(C)c(=O)n(C)c2=O)cc1,0%[57.5 µM]
O=c1[nH]c(=O)n(CC2CCCO2)c(O)c1/C=C1\C=Nc2ccccc21 (configuration not stated),-16%[57.5 µM]
CCOP(=O)(Cc1cc(C#N)oc1C)OCC,5%
N#CC(C#N)=Cc1ccc([N+](=O)[O-])c(O)c1,20%
CN1C(=O)CCS(=O)(=O)[C@H]1c1ccc(Cl)cc1,7%
Cc1cc(C)c2c(c1)-c1cc(C)nn1C(c1cccnc1)N2 (configuration not stated),-17%[57.5 µM]
O=c1c2ccccc2nc(-c2ccco2)n1-c1ccccc1,7%
Brc1ccc(C2N3CCCN23)cc1 (configuration not stated),-2%
N=C1c2ccccc2CN1CC(=O)c1ccccc1,-9%
CC(N)[C@H](O)c1ccc(O)c(O)c1 (some centres not stated),14%
CN1CC[C@@]2(C)c3cc(O)ccc3N(C)C12 (some centres not stated),10%
O=c1c2ccccc2nc(/C=C/c2ccc([N+](=O)[O-])o2)n1-c1ccc(O)cc1,10%
CNc1cc(N2CCN(C)CC2)ccc1[N+](=O)[O-],-4%
CC(=O)[C@@]1(O)CC[C@H]2[C@@H]3CC=C4C[C@@H](O)CC[C@]4(C)[C@H]3CC[C@@]21C,4%
CC[N+](CC)(CCCNC1=CC(=O)C(NCCC[N+](CC)(CC)Cc2ccccc2)=CC1=O)Cc1ccccc1,-9%
COc1ccc(OC)c(N2C(=O)NC(=O)/C(=C/c3ccc([N+](=O)[O-])s3)C2=O)c1,8%
CC[n+]1c(SC)ccc2cc(OC)ccc21,1%
CC(NC(=O)Oc1ccccc1)C(c1cccs1)N1CCOCC1 (configuration not stated),0%
CN(C)C1C(=O)C(C(N)=O)=C(O)[C@@]2(O)C(=O)C3=C(O)c4c(O)cccc4[C@](C)(O)C3C(O)C12 (some centres not stated),2%

The list continues:
smiles,ERK EGF inh
COc1ccccc1CCNC1C2CC3CC(C2)CC1C3 (configuration not stated),-2%
CCOC(=O)c1[nH]ncc1CN1CCCC(C(=O)c2cccc(Cl)c2)C1 (configuration not stated),2%[57.5 µM]
CCCn1c(=O)c2[nH]c(C3CCCC3)nc2n(CCCOC(=O)c2ccc(S(=O)(=O)F)cc2)c1=O,?
COc1ccc(CCn2c(O)c(/C=N/NC(=O)c3ccncc3)c(=O)[nH]c2=O)cc1OC,1%
CN1[C@@H](C[C@@H](O)c2ccccc2)CCC[C@@H]1C[C@H](O)c1ccccc1,-3%[25.7 µM]
NP(N)(=O)NC(=O)c1ccc(F)cc1,14%
Cc1nc2c(c(=O)[nH]1)C(c1ccccc1Cl)c1c(c3ccccc3oc1=O)O2 (configuration not stated),-9%[57.5 µM]
O=[N+]([O-])c1ccc(C2[C@H]3C(c4ccccc4)=NC4(CCCC4)N23)cc1 (some centres not stated),-5%
CCc1ccccc1N1C(=O)CC(=O)NC1=O,7%
CC(=O)c1ccc2c(c1)OCO2,-24%
CC1(C)CC(N(CCc2ccccc2)Cc2ccccc2)CCO1 (configuration not stated),11%[57.5 µM]
CN1CCC2(CC1)CC(NC=O)c1ccccc1O2 (configuration not stated),0%
COCCN1C(=O)NC(=O)/C(=C\c2ccc(Br)cc2)C1=O,-2%
Cn1c(CN2CCN(C(=O)COc3ccccc3)CC2)nc2cc([N+](=O)[O-])ccc21,-3%
CSc1ccccc1C(=O)C1CCCN(Cc2ccncc2)C1 (configuration not stated),6%
COc1cc2[nH]c(=S)n(-c3ccccc3)c(=O)c2cc1OC,2%
CNC(=O)[C@H]1C[C@@H]1[C@H](NP(=O)(c1ccccc1)c1ccccc1)c1ccccc1,0%
CCCN1CC[C@@H]2c3cc(O)ccc3CC[C@@H]21,17%
COc1cccc(CCNCc2c(F)cccc2F)c1,0%

The list is partial; the hit share may differ from the screen's.
